# From PubChem
# PfHsp90 yeast 2: inhibits growth of yeast expressing Plasmodium falciparum Hsp90. S. cerevisiae expressing PfHsp90, BacTiter-Glo ATP, 48 h; yeast lacking PDR1 and PDR3 efflux regulators. inhibition, % at 9.4 µM. 0.32% of 310,000 active;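 active = every replicate shows inhibition above about 80%, whatever the replicate mean, limit read from the data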;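 note: 0% = DMSO neutral controls and 100% = 20 µM radicicol positive controls; yeast relying on Plasmodium falciparum Hsp90 in place of its own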
# DSG3 Ab inh: inhibitors of pemphigus antibody binding to human desmoglein-3. DSG3-coupled beads, scFv-anti-DSG3-GFP binding, flow cytometry; stronger effect = lower value. binding (percent of control), % at 10 µM. 0.48% of 310,000 active. P32926;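 active = binding more than 3 SD below its plate's average and above zero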;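 note: hits lower antibody fragment binding to DSG3; some compounds called inactive have numbers as strong as hits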
# Target sequence (P32926 whole entry, looked up, the tested form may be a part): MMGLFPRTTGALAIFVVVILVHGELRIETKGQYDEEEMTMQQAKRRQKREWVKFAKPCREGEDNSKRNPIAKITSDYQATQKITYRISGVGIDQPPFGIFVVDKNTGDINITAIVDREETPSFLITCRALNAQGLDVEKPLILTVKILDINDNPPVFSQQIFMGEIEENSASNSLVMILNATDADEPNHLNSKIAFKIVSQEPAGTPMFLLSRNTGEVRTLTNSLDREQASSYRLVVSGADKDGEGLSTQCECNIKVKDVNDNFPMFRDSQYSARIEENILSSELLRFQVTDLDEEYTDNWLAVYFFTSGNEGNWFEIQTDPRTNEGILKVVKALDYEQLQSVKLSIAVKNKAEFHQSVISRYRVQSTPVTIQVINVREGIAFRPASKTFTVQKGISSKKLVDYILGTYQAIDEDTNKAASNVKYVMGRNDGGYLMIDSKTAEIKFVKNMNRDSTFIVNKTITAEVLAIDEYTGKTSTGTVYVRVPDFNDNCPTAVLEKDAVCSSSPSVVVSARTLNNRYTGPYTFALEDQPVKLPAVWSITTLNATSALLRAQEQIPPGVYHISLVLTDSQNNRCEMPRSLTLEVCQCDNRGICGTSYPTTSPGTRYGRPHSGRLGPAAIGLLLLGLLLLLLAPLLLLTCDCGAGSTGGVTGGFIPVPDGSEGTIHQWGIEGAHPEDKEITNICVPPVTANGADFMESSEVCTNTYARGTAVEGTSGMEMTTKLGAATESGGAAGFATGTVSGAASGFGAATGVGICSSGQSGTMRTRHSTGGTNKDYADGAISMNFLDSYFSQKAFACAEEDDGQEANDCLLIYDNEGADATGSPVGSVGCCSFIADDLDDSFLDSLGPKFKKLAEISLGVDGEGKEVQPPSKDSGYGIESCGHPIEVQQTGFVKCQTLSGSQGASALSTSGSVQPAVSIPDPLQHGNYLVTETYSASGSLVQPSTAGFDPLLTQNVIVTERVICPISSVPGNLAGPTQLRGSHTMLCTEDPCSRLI
# Mot1-301 SUMO: SUMOylation pathway inhibition by Mot1-301 growth rescue | S. cerevisiae Mot1-301 growth rescue, ATP luminescence, 38.5C; percent above DMSO median, 100 means doubled | growth rescue, % at 18.8 µM | 1% of 320,000 active;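 active = every valid replicate shows activation above 250% relative to neutral control wells; inactive = the rest, any valid replicate at or below 250%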;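 note: OY570 slx delta 5 strain wells were the positive control but not used for scaling; some compounds called inactive have numbers as strong as hits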
# Arrestin-AP2 inh: human beta-arrestin and AP2 interaction inhibition; FITC-arrestin peptide / GST-AP2 beads, flow cytometry; AP2 beta2 appendage carries R879A mutation; inhibition, % at 10 µM; 0.31% of 340,000 active; AID 504490;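 active = inhibition above a set limit, near 3 SD of compounds lacking own fluorescence, cut at about 54% in these data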;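 note: plate controls were DMSO wells for no effect and 5 µM unlabelled arrestin peptide for full effect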
#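 test system = AP2 appendage R879A on GSH beads | buffer or medium = PBS plus Tween 20 (0.05%) and BSA (0.1%) | incubation = 12 min plus 1 h, RT | detection = bead flow cytometry, FITC channel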
# OPRM1-OPRD1 inv: inverse agonist of human OPRM1-OPRD1 heterodimerization; P35372+P41143; cell-based MOR-DOR heterodimer luminescence, inverse agonism; inhibition, % at 9.3 µM; 0.21% of 340,000 active; in the data active = inhibition above about 22%, passing the limit was not always enough;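 note: 0% = cells with DMSO and 100% = wells without cells with DMSO; values of inactives mirror those of a sister screen read the other way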
# Tat transport: E. coli Tat transport inhibition | inhibition, % at 10 µM | 0.036% of 340,000 active | E. coli MC4100 TorA-mCherry Tat export, fluorescence;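 active = mean replicate inhibition at least 50% and at least half of replicates individually reaching 50%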;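 note: exported cargo escapes ClpAP degradation while cytoplasmic cargo is degraded and loses fluorescence; 0% = median of neutral control wells and 100% = median of NaSCN control wells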
# E coli growth: reduces bacterial viability in AddAB counter-screen; E. coli V3065 growth, OD600 absorbance, 18 h; inhibition, % at 11.9 µM; 0.27% of 330,000 active; AID 449728;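 active = inhibition above the campaign's mean inhibition across all tested compounds plus 3 SD, cut at about 9.9% in these data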;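 note: uninfected addAB+ strain grown without phage in ampicillin broth; 0% = DMSO wells and 100% = ciprofloxacin 0.95 µg/ml wells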
# phage Ecoli inh: E. coli growth loss with phage present; inhibition, % at 11.9 µM; 0.26% of 360,000 active; AID 651602; growth absorbance; in the data active = inhibition above about 11%
# MOR-DOR ag: OPRM1-OPRD1 heterodimerization agonism. P35372+P41143. cells, luminescence. activation, % at 9.3 µM. 0.3% of 340,000 active; in the data active = activation above about 18%;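 note: 0% = vehicle-treated cells and 100% = reference agonist; values of inactives mirror those of a sister screen read the other way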
# PKA-R1A act: activates the PKA-R1A holoenzyme complex. 0.083% of 340,000 active. PKA-R1A dissociation, Cy5-IP20 fluorescence polarization; scaled: DMSO 0%, 113 µM cGMP 100%. P00514+P68181. activation, % at 11.4 µM;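 active = percent activation above the mean of all tested compounds plus 3 SD, cut at about 19% in these data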;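 note: higher means more PKAc released from R1A so a rise in polarization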
# AddAB inh: less growth of phage-infected E. coli with AddAB. E. coli expressing H. pylori AddAB, absorbance growth. inhibition, % at 11.9 µM. 0.29% of 330,000 active. AID 435030; in the data active = inhibition above about 12%;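 note: 0% = vehicle wells of infected cells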
# * marks the source's active call; other numbers are inactive results; i = inactive; . = not tested or not shown.
compound,DSG3 Ab inh,phage Ecoli inh,Tat transport,Mot1-301 SUMO,PKA-R1A act,Arrestin-AP2 inh,AddAB inh,E coli growth,PfHsp90 yeast 2,MOR-DOR ag,OPRM1-OPRD1 inv
O=C(NCC1CCCO1)c1cc2c([nH]c3ccccc32)c(-c2cccc(Cl)c2)n1 (stereo unspecified),105,.,-2,31,-23,6,1.7,-0.7,12,5.0,-28
COc1ccc(-c2ccc(NC(=O)c3ccc(Br)o3)cc2)nn1,88,1.8,-8,-14,-13,-8,5.2,1.1,6,1.2,-8
COc1ccc(CCNC(=O)C(=O)NCCOc2ccccc2Cl)cc1OC,.,1.4,4,93,-9,-7,-0.6,1.8,-4,-1.1,6
O=C1N=C(N2CCCCC2)S/C1=C\c1ccc(Br)cc1,114,0.1,5,-25,-12,-8,3.3,1.8,-34,-1.7,9
O=C(Cc1c(F)cccc1Cl)OCC(=O)N1CCN(c2ccccc2)CC1,97,0.5,-6,-3,9,-4,1.5,1.9,23,-2.1,11
CC(NS(=O)(=O)c1ccccc1)C(=O)Nc1ccc(S(N)(=O)=O)cc1 (stereo unspecified),105,3.4,0,162,3,-4,1.8,-0.9,.,-1.4,7
CC(=O)c1c[nH]c(C(=O)NCC2CCCO2)c1 (stereo unspecified),104,1.9,-3,-9,9,11,5.0,4.1,-4,-1.2,6
COC(=O)c1c(C)[nH]c(C(=O)CC#N)c1C,95,3.9,-2,-5,-3,-13,4.0,0.2,-18,-2.7,15
CC(=O)Nc1cccc(NC(=O)CSc2ccc(-c3cccnc3)nn2)c1,95,1.5,-14,1,-8,3,2.3,-0.7,18,-2.4,11
Cc1ccc(NC(=O)Cn2nc(-c3ccccc3)nc2-c2ccccc2)c(C)c1,106,4.1,2,16,-3,2,0.6,-3.1,-17,2.3,-12
CC(C)NC(=O)C(C)N1CCN(S(=O)(=O)c2ccc3ccccc3c2)CC1 (stereo unspecified),.,-0.7,-5,-15,-3,2,3.1,-0.3,9,-0.9,7
CC(C(=O)N1CCCC1)N1CCN(S(=O)(=O)c2ccc(OC(F)(F)F)cc2)CC1 (stereo unspecified),102,2.2,-4,3,6,-6,0.8,0.7,13,-0.1,1
Cc1ccccc1-c1noc(-c2ccccc2C(=O)NCC2CCCO2)n1 (stereo unspecified),104,2.8,0,0,-13,21,2.0,-0.3,34,-2.2,11
Cc1cccc(/C=C2/Sc3ccc(C(=O)NCCCN4CCOCC4)cc3NC2=O)c1,107,1.9,-9,-10,-3,-11,-0.1,-5.7,14,-2.4,13
Oc1ccc(Nc2nc(-c3ccccc3)nc3ccccc23)cc1,119,.,6,-7,4,37,-1.8,0.3,-9,0.6,-3
Cc1cccc(OCCNC(=O)CSc2ccc(C(F)(F)F)cc2[N+](=O)[O-])c1,114,1.1,-5,27,-7,-1,2.1,-1.3,-8,3.0,-15
COc1ccccc1CCC(=O)OCC(=O)NC1CCCCC1,98,1.0,5,4,0,-2,0.1,-1.3,-10,-2.2,11
Cc1cc(C)c2nc(-c3ccccn3)cc(C(=O)Nc3ccc(S(=O)(=O)Nc4onc(C)c4C)cc3)c2c1,.,.,7,-10,.,2,-0.1,-1.7,-5,.,.
CC1(C)CC(=O)C2=C(C1)NC(=O)CC2c1ccc(N(CCC#N)CCC#N)cc1 (stereo unspecified),106,1.6,-6,-4,15,4,2.1,0.1,5,-0.1,0
CCCc1cc(=O)oc2cc(C)c(CN3CCCC3)c(O)c12,89,2.0,3,-1,-3,4,1.1,-3.3,.,-0.6,3
CCOC(=O)C1(Cc2cccc(Cl)c2)CCCN(C(=O)CCOC)C1 (stereo unspecified),104,5.2,-8,389*,0,7,0.3,1.3,23,-2.0,9
COc1ccc(CN2C(=O)c3ccccc3C2=O)cc1C(=O)Nc1ccccc1N1CCOCC1,107,-1.3,12,5,-4,16,0.4,-1.7,-41,-1.8,9
Cc1occc1-c1nnc(SCC(=O)N2CCCC(C)C2)o1 (stereo unspecified),95,0.2,8,.,7,7,-0.4,-2.0,3,0.1,-1
Cc1ccc(S(=O)(=O)Nc2cccc(S(=O)(=O)N3CCCC3)c2)cc1C,98,0.4,-5,.,-1,-3,.,.,27,-0.4,3
CCCCn1nc2cc(C(=O)NC3CCc4ccccc43)ccc2c1OCC (stereo unspecified),104,-6.7,-18,2,9,0,3.7,-1.2,.,-2.8,15
Cc1ccc(S(=O)(=O)c2nc(N3CCOCC3)sc2Cl)cc1,113,3.8,12,165,-6,3,5.1,-0.2,-26,-3.7,15
Nc1cc2c(cc1Cl)-c1ccccc1C2,114,4.2,-1,.,2,15,.,.,-11,-2.1,11
Cc1nnc(NC(=O)C2CCCN2S(=O)(=O)c2ccc(Cl)cc2)s1 (stereo unspecified),97,1.5,5,9,-4,-6,1.4,0.8,-17,-0.6,3
Cc1ccc(NC(=O)CSc2ccccc2NC(=O)c2ccccc2Cl)cc1Cl,97,2.8,-6,-16,-21,30,0.0,0.7,-10,2.2,-10
COC(=O)c1ccc(/C=C2\N=C(SC)SC2=O)cc1,.,3.5,-7,-9,0,8,2.4,-0.3,-4,1.3,-6
Cc1cccc(C(=O)Nc2ccc(C(=O)N/N=C/c3ccco3)cc2)c1,.,2.1,3,-3,0,1,1.8,-2.2,-13,-2.6,14
COc1ccc(CC(=O)N/N=C/c2cc([N+](=O)[O-])cc(Br)c2O)cc1,101,4.8,-8,-20,-2,9,0.4,0.5,-13,-2.1,10
CNc1oc(-c2ccc(F)cc2)nc1S(=O)(=O)c1ccccc1,97,1.5,1,-7,-14,4,-1.5,0.9,10,0.6,-5
CC(C)n1cc(/C=N/NC(=O)COc2cccc3cccnc23)c2ccccc21,90,2.4,15,-4,-16,-10,2.8,0.5,-3,-1.3,7
COCCNC(=O)c1ccc(CS(=O)(=O)c2cccc(C(F)(F)F)c2)o1,97,1.2,11,-9,-7,1,0.2,1.3,10,-1.7,8
Cc1ccc(OCC(=O)Nc2ccc(N3CCN(C(=O)c4ccco4)CC3)cc2)cc1,103,4.3,-8,11,0,-22,2.5,-0.6,6,-1.6,7
COc1cc2cc(CN(CCCN3CCOCC3)C(=O)Nc3ccccc3F)c(=O)[nH]c2cc1OC,105,2.6,3,i,-8,-24,0.6,1.5,19,-1.0,5
Cc1ccc(C(=O)OCC(=O)NCC(F)(F)F)cc1C,.,3.1,-1,9,6,7,3.7,0.9,15,-1.2,6
CC(c1ccncc1)C(C)c1ccncc1 (stereo unspecified),102,0.7,0,0,-3,-4,5.3,1.9,10,-1.5,9
Cc1cc(C(=O)NNC(=O)c2c(-c3c(Cl)cccc3Cl)noc2C)no1,117,1.7,2,4,-3,-3,0.4,1.1,6,-1.1,6
Cc1cc(C)c(C(=O)Cn2nc(C)c([N+](=O)[O-])c2C)cc1C,124,0.8,-1,-3,3,-7,1.3,-0.7,.,1.8,-9
COC(=O)Nc1ccc(S(=O)(=O)N2CCCCC2)cc1,103,1.8,2,-4,-2,-8,11,-0.8,.,-1.6,8
O=C(C/C=N/OCc1ccc(Cl)cc1Cl)c1ccc(Cl)cc1,96,1.2,-4,-9,8,10,4.2,1.8,0,1.0,-5
c1ccc(Oc2ccc(-c3ccn[nH]3)cc2)cc1,112,-1.1,15,-8,-3,-17,-1.8,0.7,-9,-1.2,6
O=C(/C=C/c1ccc(Cl)cc1)Nc1cc(S(=O)(=O)N2CCOCC2)ccc1N1CCOCC1,93,2.3,9,-3,2,33,-1.2,-2.8,.,-1.9,10
O=C(Nc1cccc(C(=O)Nc2cccc(Br)c2)c1)c1ccccc1,114,0.5,-11,10,-8,6,4.3,0.9,-20,12,-62
COc1ccccc1OCCNC(=O)CCNC(=O)c1ccccc1Cl,105,-1.2,1,7,-6,-5,0.4,1.0,-10,-2.7,9
CCc1nnc(NC(=O)CSc2nc(C3CCCCC3)nc3ccccc23)s1,96,0.8,1,7,6,-7,-0.6,-3.0,0,-2.1,12
O=[N+]([O-])c1ccc(-n2nncc2-c2ccccc2)cc1,126,4.2,-6,5,1,8,3.8,0.2,-19,1.4,-8
CCOc1cc(C(=O)OCC(=O)N(C)c2ccccc2)cc(OCC)c1OCC,103,2.0,0,0,-2,10,2.2,-1.4,-2,-1.6,8
COc1ccccc1CCNCc1ccc(OC)c(OCc2ccccc2)c1,105,2.4,3,-8,3,-1,1.7,0.1,19,5.3,-28
O=C(O)c1cc(N=Nc2c(O)[nH]c3ccc([N+](=O)[O-])cc23)ccc1Cl,95,-0.2,-2,7,13,-3,-0.9,-0.4,-28,-2.6,15
CCN=C1SC(C(=O)Nc2cc(Cl)cc(Cl)c2)CC(=O)N1CC (stereo unspecified),98,2.4,-5,-9,-3,26,-0.7,1.8,-44,1.6,-9
COC(=O)c1ccc(CSc2nnc(N)s2)o1,.,3.8,-5,-10,-11,2,0.8,-0.2,-86,1.6,-7
Cc1ccc(NC(=O)c2ncn(CCCNCc3ccc4c(c3)OCO4)n2)cc1C,104,3.4,-10,.,-10,37,.,.,18,-2.5,12
COc1cc2cc(CN(CCc3cccc(C)c3)C(=S)NCCCN3CCOCC3)c(=O)[nH]c2cc1OC,.,1.7,1,-9,4,10,2.9,-1.4,10,-1.5,7
Cc1cc(C)nc(NC(=NCCc2c[nH]c3ccccc23)NC(=O)Nc2cccc([N+](=O)[O-])c2)n1,92,2.0,-3,23,10,8,-0.2,-1.5,-22,0.7,-4
CN(CC(=O)Nc1ccccc1C(F)(F)F)C(=O)C1CC1,109,-0.5,1,12,3,4,1.3,-0.3,2,-1.8,7
Cc1ccsc1-c1ccnc(-n2cccc2)n1,98,2.0,4,-1,-1,32,-1.1,0.2,.,1.5,-7
N/C(=N\OC(=O)c1cccc2ccccc12)c1ccc(Br)cc1,86,0.9,-3,9,5,1,-0.2,2.1,16,0.3,-2
Cc1ccc(S(=O)(=O)N2CCN(C(=O)CSc3ccc(F)cc3)CC2)cc1,122,1.4,0,17,7,3,2.4,-0.8,-15,-0.8,4
CCN(Cc1nc2cc(Cl)ccc2c(=O)[nH]1)C(=O)COc1ccccc1Cc1ccccc1,78,0.8,1,.,7,5,-0.1,-2.9,-4,4.9,-21
O=C(Nc1ccc(S(=O)(=O)N2CCCc3ccccc32)cc1)C1CCCO1 (stereo unspecified),98,.,2,0,-10,29,-3.1,-1.3,.,-1.9,11
